STAT3 activator: STAT3 signaling activation. activation (% of control), % at 5.6 µM. U3A cells, IL-6 STAT3-luciferase reporter, luminescence; 100% = signal with IL-6 EC80 alone. 190,000 compounds, 0.91% hits;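 active means activation above the screen-wide mean of compound activation plus 3 SD, cut at about 130% in these data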;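 further: 0% = background luminescence of wells with medium and substrate only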
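Test system: human U3A cells carrying STAT3-luciferase construct; control set: IL-6-only wells as 100% reference; timing: compound pre-incubation 1 h before IL-6, then 6 h stimulation at 37 °C; also added: IL-6 stimulus at 33 ng/mL final; evaluation: % activation versus median of IL-6-stimulated wells; detection: reporter luminescence signal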
bIAP act: increases bovine intestinal alkaline phosphatase activity; 200,000 compounds, 0.17% hits; purified bovine IAP, CDP-star luminescence, 30 min; hits give high values; fold of DMSO-control signal, blank-subtracted; activation factor at 20 µM;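 active means activation factor of 2 or more at 20 µM, a signal rise over negative controls twice the positive control's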
PPARg SRC2 recr: promotes SRC-2 coactivator recruitment by human PPARgamma; P37231; activation, % at 8 µM; 200,000 compounds, 0.34% hits; PPARgamma LBD-SRC-2 recruitment, biochemical; in the data active means activation above about 22%;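 further: 0% = vehicle and 100% = reference agonist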
Target sequence (P37231 whole entry, looked up, the tested form may be a part): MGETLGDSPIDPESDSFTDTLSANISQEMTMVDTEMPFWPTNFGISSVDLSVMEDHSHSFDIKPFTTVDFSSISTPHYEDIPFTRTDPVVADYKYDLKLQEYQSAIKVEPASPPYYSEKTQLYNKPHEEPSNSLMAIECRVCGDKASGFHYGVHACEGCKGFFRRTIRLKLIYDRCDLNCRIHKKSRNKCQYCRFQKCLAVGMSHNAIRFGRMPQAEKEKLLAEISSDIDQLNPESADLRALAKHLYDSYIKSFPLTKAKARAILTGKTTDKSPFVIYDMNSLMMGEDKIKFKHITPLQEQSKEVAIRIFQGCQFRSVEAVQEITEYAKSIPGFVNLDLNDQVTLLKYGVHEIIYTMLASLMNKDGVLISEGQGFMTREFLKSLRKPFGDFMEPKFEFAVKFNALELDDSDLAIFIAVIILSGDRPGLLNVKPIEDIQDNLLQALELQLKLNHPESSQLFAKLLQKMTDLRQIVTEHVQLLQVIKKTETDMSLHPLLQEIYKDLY
STAT3 blocker: reduces IL-6 driven STAT3 reporter signal; U3A cells, IL-6 STAT3-luciferase reporter, luminescence; host cell line lacks STAT1; AID 862; 190,000 compounds, 0.89% hits; inhibition, % at 5.5 µM;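 active means inhibition above the mean inhibition across all screened compounds plus 3 SD, cut at about 44% in these data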;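 further: 0% = DMSO only wells and 100% = 100 µM nifuroxazide control wells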
TNAP act hi DEA: increases human TNAP activity under high phosphate acceptor concentration | P05186 | purified TNAP, CDP-star luminescence, 1 M DEA, 30 min; hits give high values; 0 = EDTA background, 1 = DMSO-only activity | activation factor at 20 µM | 200,000 tested, under 10 active | AID 1136;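 active means activation factor at least 2 at 20 µM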
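Assay system: human TNAP; Input: enzyme diluted 1/800 final; Reagent: CDP-star luminogenic substrate at 100 µM final; Timing: 30 min, room temperature; Signal: luminescence; Evaluation: TNAP activation factor scaled between EDTA and DMSO control wells.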
ROMK mod: modulates human ROMK potassium channel activity; P48048; Tet-inducible ROMK, thallium flux fluorescence; actives lie on both sides; B-score at 10 µM; 130,000 compounds, 2% hits; AID 1918;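 active means signal ratio slope over the read window, or its plate-corrected B-score, at least 3 SD from the plate mean, either direction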;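 further: B-score of the F/F0 ratio slope over 7 to 12 s after thallium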
Target sequence (P48048 whole entry, looked up): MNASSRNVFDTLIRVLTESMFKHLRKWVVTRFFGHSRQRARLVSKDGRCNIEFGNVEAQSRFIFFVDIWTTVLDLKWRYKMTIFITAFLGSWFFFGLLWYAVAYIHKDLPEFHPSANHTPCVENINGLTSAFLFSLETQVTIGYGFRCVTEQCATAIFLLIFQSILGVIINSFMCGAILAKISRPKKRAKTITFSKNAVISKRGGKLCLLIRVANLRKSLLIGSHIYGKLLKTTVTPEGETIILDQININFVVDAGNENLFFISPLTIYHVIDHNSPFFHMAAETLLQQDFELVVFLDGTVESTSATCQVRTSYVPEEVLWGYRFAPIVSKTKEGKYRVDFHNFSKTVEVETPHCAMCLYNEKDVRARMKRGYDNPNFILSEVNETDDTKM
PPARg SRC3 recr: PPARgamma-driven SRC-3 recruitment agonism. P37231. biochemical PPARgamma/SRC-3 coactivator recruitment assay. activation, % at 8 µM. 200,000 compounds, 0.26% hits. AID 731; in the data active means activation above about 23%;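 further: 0% = DMSO and 100% = reference agonist; some compounds past the cut are filed as inactive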
STAT1 blocker: reduces IFN-gamma driven STAT1 reporter signal; inhibition, % at 5.5 µM; 200,000 compounds, 0.35% hits; AID 920; NIH 3T3 STAT1-luciferase reporter, luminescence;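 active means inhibition above a set limit, the mean inhibition across all tested compounds plus 3 SD, cut at about 34% in these data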;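 further: 0% = IFN-gamma with DMSO and 100% = IFN-gamma with 300 µM nifuroxazide; values of inactives mirror those of a sister screen read the other way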
TR-FRET SRC-2 ct: flags TR-FRET format artefacts in PPARgamma SRC-2 recruitment agonist screen; 200,000 compounds, 0.4% hits; TR-FRET artefact counter-screen; hits give high values; AID 1049; TR-FRET ratio at 8 µM; in the data active means TR-FRET ratio above about 2000; further: inactives centre near 1500
PPARg SRC1 recr: promotes SRC-1 coactivator recruitment by human PPARgamma; P37231; PPARgamma-SRC-1 coactivator recruitment biochemical assay; activation, % at 8 µM; 200,000 compounds, 0.41% hits; AID 631; in the data active means activation above about 19%;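 further: 0% = DMSO and 100% = reference agonist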
bIAP inh: intestinal alkaline phosphatase (bovine) inhibition; purified bovine IAP, CDP-star luminescence, 30 min; inhibition, % at 20 µM; 190,000 tested, under 10 active;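 active means over 50% inhibition of intestinal alkaline phosphatase at 20 µM in the single-dose screen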
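System: purified bovine intestinal alkaline phosphatase (IAP) enzyme; Input: IAP diluted 1/65,000,000 in the well; Measured by: CDP-star luminescence signal; Compound dosing: 20 µM single dose; Incubation: 30 min reaction at room temperature.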
* = called active by the depositor; nt = no result given. Compounds were not picked by outcome; any-hit rate near 3.7%.

SMILES	STAT3 activator	bIAP act	PPARg SRC2 recr	STAT3 blocker	TNAP act hi DEA	ROMK mod	PPARg SRC3 recr	STAT1 blocker	TR-FRET SRC-2 ct	PPARg SRC1 recr	bIAP inh
CCOC(=O)C1C(c2ccc(OC)cc2)N(C)OC1(O)C(F)(F)F (stereo unspecified)	96	1	2	6	1.1	0.58	-3	2	1627	17	-2
O=C(Nc1cccc(O)c1)c1ccccc1[N+](=O)[O-]	84	0.9	1	27	1.1	0.5	-5	1	1590	-2	10
COc1ccccc1C(=O)N/C(=C/c1ccccc1)C(=O)NC(CCSC)C(=O)O (stereo unspecified)	100	1	11	12	1.1	nt	-2	2	1615	1	4
CCCCCCN(C(=O)CCCCCN1C(=O)NC(c2ccc(-c3ccccc3)cc2)C(C(=O)OCc2ccccc2)=C1C)C(C(=O)NCCCC)c1ccc(OCC(=O)OC)cc1 (stereo unspecified)	100	0.7	-6	-2	1	1.4	-1	-2	1368	0	29
C/C(CC(=O)Nc1ccc(C)c(Cl)c1)=N\NC(=O)c1ccncc1	99	1.2	-1	13	1	0.82	4	-2	1559	-8	-21
CCC(C(=O)N1CCN(c2cccc(Cl)c2)CC1)c1ccccc1 (stereo unspecified)	90	1	4	18	1.1	nt	8	8	1696	0	-3
COc1cccc(Cn2cnc3c(NS(=O)(=O)c4ccc(Cl)cc4)c(C)c(C)cc32)c1	103	0.9	3	-2	1	nt	-1	11	1450	1	5
O=C(C[n+]1cc(-c2ccc(F)cc2)n2c1CCC2)Nc1nc(-c2ccc(F)cc2)cs1	108	0.8	7	-8	1.1	nt	2	-10	1549	-8	23
O=C(Nc1cccc2cccnc12)C1CCCC1	98	0.9	8	5	1	nt	0	4	1569	12	12
O=C(O)CCCC(=O)Nc1ccc(Cl)cc1	102	0.9	1	6	1	-0.25	-3	-7	1334	-1	8
CCC(CCC(=O)Nc1cccc(C(=O)O)c1)C(=O)O (stereo unspecified)	98	0.9	-7	5	1	nt	0	0	1526	0	11
CCCCC(c1nnnn1C1CCCC1)N1CCN(C2CCCCC2)CC1 (stereo unspecified)	112	1	5	-13	1	-4.1*	-14	-7	1618	-2	-2
C#CCOCCOCCOCCNc1nc(N2CCN(C(=O)[C@H](CCC(=O)O)n3cc(C(N)Cc4ccc(O)cc4)nn3)CC2)nc(N2CCN(C(=O)[C@H](Cc3cc4ccccc4[nH]3)n3cc(C(N)[C@H](C)CC)nn3)CC2)n1 (stereo partly specified)	nt	1.6	2	nt	1.1	nt	-1	6	1522	1	-57
Cc1ccc(OCC(=O)NNC(=O)c2cccnc2)cc1	108	1.1	-1	-4	1.1	nt	0	0	1376	-5	-15
CC(=O)Nc1ccc(/C(C)=N/Nc2nc(N3CCOCC3)nc(N3CCOCC3)n2)cc1	105	1.1	2	0	1	0.95	7	11	1686	2	-6
O=C(NCc1ccco1)c1cc(-c2ccncc2)nc2ccccc12	107	1	0	-6	1	nt	2	1	1597	1	4
CS(=O)(=O)c1ccc(Cl)c(NC(=O)Cc2ccccc2F)c1	98	0.9	-5	8	1.1	0.48	2	1	1573	5	6
COc1cc(C(=O)Sc2ccc(Cl)cc2)cc(OC)c1OC	106	0.9	5	-3	1	nt	1	-2	1562	-4	6
Cc1cccc(N=C2NC(=O)CS2)c1C	102	1	3	2	1	nt	6	-4	1477	-4	4
O=C(N/N=C/c1cccs1)c1ccc2nc[nH]c2c1	79	1.3	2	33	1	-0.13	1	-16	1460	-13	-29
Cc1cccnc1NC(=O)CSc1nnc(Cc2ccccc2)o1	107	0.9	18	-5	1	1.4	4	3	1731	5	7
O=C(NC1CCCCC1)C(c1ccccc1)N(Cc1ccc2c(c1)OCO2)C(=O)c1cnsn1 (stereo unspecified)	108	0.9	5	-7	1	-2.4*	12	3	1553	2	9
O=C(CC1CCCCC1)Nc1ccc(-c2ccc3nncn3n2)cc1	90	1	4	17	1	0.088	4	5	1763	5	3
COc1ccccc1/C=C/C(=O)OCC(=O)Nc1c(F)cccc1F	97	1	0	11	1	0.32	1	2	1385	6	0
O=C(NCc1cccnc1)c1ccc(COc2ccc(Cl)cc2)cc1	70	1	-9	41	1	-0.26	2	21	1475	-2	5

3 records picked at random from the list so far, as already listed:
SMILES	STAT3 activator	bIAP act	PPARg SRC2 recr	STAT3 blocker	TNAP act hi DEA	ROMK mod	PPARg SRC3 recr	STAT1 blocker	TR-FRET SRC-2 ct	PPARg SRC1 recr	bIAP inh
O=C(NCc1ccco1)c1cc(-c2ccncc2)nc2ccccc12	107	1	0	-6	1	nt	2	1	1597	1	4
CCOC(=O)C1C(c2ccc(OC)cc2)N(C)OC1(O)C(F)(F)F (stereo unspecified)	96	1	2	6	1.1	0.58	-3	2	1627	17	-2
CCC(CCC(=O)Nc1cccc(C(=O)O)c1)C(=O)O (stereo unspecified)	98	0.9	-7	5	1	nt	0	0	1526	0	11

Continuation:
SMILES	STAT3 activator	bIAP act	PPARg SRC2 recr	STAT3 blocker	TNAP act hi DEA	ROMK mod	PPARg SRC3 recr	STAT1 blocker	TR-FRET SRC-2 ct	PPARg SRC1 recr	bIAP inh
O=C1OC(NCc2cccnc2)(c2ccc(Cl)cc2)c2ccccc21 (stereo unspecified)	102	1	-4	1	1.1	nt	-1	4	1519	-7	1
N#Cc1c(-c2ccccc2)ccn(Cc2cccc(Cl)c2)c1=O	94	1	9	10	1	nt	-6	-3	1534	4	3
COc1ccc(C2CCCN2C(=O)Nc2ccc(F)cc2)cc1OC (stereo unspecified)	97	0.8	7	3	1	0.23	2	4	1429	0	20
CN(C)c1ccc(CNC2CC(C)(C)NC(C)(C)C2)cc1	102	1	2	2	1.1	nt	-4	-5	1502	-2	-1
Cc1ccc(NC(=O)C(C)[n+]2ccccc2)cc1[N+](=O)[O-] (stereo unspecified)	103	1.1	2	-5	1	0.91	6	5	1507	1	-6
Cc1ccccc1NC(=O)N1CCCC1C(=O)NCc1cccs1 (stereo unspecified)	104	0.9	-8	-2	1	-0.02	-7	1	1432	-5	8
O=C1C=C(c2cccs2)C[C@H](c2ccccc2)[C@H]1n1nnc([N+](=O)[O-])n1	101	0.9	4	3	1	0.17	1	0	1658	12	9
COCC(C)NCc1ccccc1C (stereo unspecified)	99	0.9	-2	4	1	-0.19	-7	8	1543	5	8
CCc1ccccc1OCC(=O)N(CC)CC(=O)NCc1ccc(F)cc1	84	0.8	2	22	1	nt	-7	6	1620	10	21
CN1CCN(C(=O)c2ccc(N(Cc3ccccc3Cl)S(C)(=O)=O)cc2)CC1	94	1	-2	10	1	0.4	-3	3	1516	4	-1
CS(=O)(=O)c1cnc(-c2cccnc2)nc1N	95	1	3	13	1	3	10	6	1544	7	-2
CC12CCC(C(=O)Nc3cccc(NC(=O)C45CCC(C)(C(=O)O4)C5(C)C)n3)(OC1=O)C2(C)C	98	0.9	0	7	1	nt	3	6	1551	3	5
CN(C)CCSc1nc(-c2ccccc2)nc2c1CCC2	102	0.7	-4	0	1	nt	3	8	1558	-7	25
Cc1cc(C)c[n+](-c2nc3ccccc3nc2[N-]S(=O)(=O)c2ccc(Br)s2)c1	98	1	2	3	1.1	nt	2	3	1482	14	3
CCN(CC)S(=O)(=O)c1ccc(N=NC2=C(O)CCCC2=O)cc1	96	0.9	-8	0	0.9	nt	1	7	1380	-5	11
CNS(=O)(=O)c1cccc(C(=O)Nc2cccc(Cl)c2)c1	104	0.7	0	2	0.9	-0.23	-3	-3	1447	-3	28
CCOC(=O)c1nnc(-c2ccc(C)cc2)nc1Oc1ccc(Cl)cc1Cl	118	0.9	8	-20	1	nt	7	-9	1756	0	14
COc1ccc(OC)c(CNC(=O)C2CCCN(C(=O)N(C)C)C2)c1 (stereo unspecified)	105	1	-1	-2	1	nt	0	6	1514	-4	-4
CCn1cc(SCC(=O)Nc2cc(C)on2)c2ccccc21	99	0.8	17	7	1	nt	1	10	1528	2	19
Nc1nc(CN2CCCCCC2)nc(Nc2ccccc2)n1	104	1	5	0	1	nt	-7	2	1614	5	-3
CCc1cc2c(=O)c(Oc3ccccc3F)c(C)oc2c(CN(C)C)c1O	97	1.1	4	7	1	nt	-7	5	1289	0	-8
COc1ccc(/C=N/OCC(=O)Nc2nc3ccccc3s2)cc1	104	0.8	7	-1	1	-0.76	0	-7	1405	-5	18
CCC(C)NC(=O)CSc1nnc(-c2ccc(Cl)cc2)n1N (stereo unspecified)	105	1	-9	-5	1	-0.4	-2	-1	1496	0	4

4 entries out of the list above, arranged by their value in bIAP inh, high to low.
structure | STAT3 activator | bIAP act | PPARg SRC2 recr | TNAP act hi DEA | ROMK mod | PPARg SRC3 recr | STAT1 blocker | PPARg SRC1 recr | bIAP inh
CCc1ccccc1OCC(=O)N(CC)CC(=O)NCc1ccc(F)cc1 | 84 | 0.8 | 2 | 1 | nt | -7 | 6 | 10 | 21
COc1ccc(C2CCCN2C(=O)Nc2ccc(F)cc2)cc1OC (stereo unspecified) | 97 | 0.8 | 7 | 1 | 0.23 | 2 | 4 | 0 | 20
Nc1nc(CN2CCCCCC2)nc(Nc2ccccc2)n1 | 104 | 1 | 5 | 1 | nt | -7 | 2 | 5 | -3
Cc1ccc(NC(=O)C(C)[n+]2ccccc2)cc1[N+](=O)[O-] (stereo unspecified) | 103 | 1.1 | 2 | 1 | 0.91 | 6 | 5 | 1 | -6
